GalR3 antagonist = GalR3 antagonists in HEK293 cells, primary screen, cell-based, fluorescence readout | Galanin receptor type 3 (Homo sapiens), O60755 | HEK293 GalR3-CNG cAMP membrane potential fluorescence; galR3 body fused to GalR1 C-terminus | inhibition, % at 3 µM | actives 0.44% (n = 360,000) | AID 651719, 2012;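 active means inhibition above the screen-wide average plus 3 SD, cut at about 13% in these data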;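 further: forskolin and galanin both at EC90 stimulate the cells; cAMP rise reported by CNG channel membrane potential dye signal; 0% = forskolin plus galanin with DMSO and 100% = forskolin alone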
Target sequence (O60755 1-299 limits assumed): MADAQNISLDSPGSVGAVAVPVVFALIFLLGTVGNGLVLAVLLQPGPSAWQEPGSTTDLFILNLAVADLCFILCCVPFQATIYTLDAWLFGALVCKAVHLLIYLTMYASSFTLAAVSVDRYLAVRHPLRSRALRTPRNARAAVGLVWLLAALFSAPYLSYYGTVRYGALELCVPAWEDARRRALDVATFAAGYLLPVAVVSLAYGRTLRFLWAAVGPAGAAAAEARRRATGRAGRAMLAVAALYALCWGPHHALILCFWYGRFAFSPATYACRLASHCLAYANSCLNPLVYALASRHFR
PHOSPHO1 block = PubChem AID 1565; recombinant PHOSPHO1, absorbance phosphatase assay; inhibition, % at 13.3 µM; actives 1.1% (n = 290,000); in the data active means inhibition above about 60%
Target sequence (Q8TCT1 whole entry, looked up): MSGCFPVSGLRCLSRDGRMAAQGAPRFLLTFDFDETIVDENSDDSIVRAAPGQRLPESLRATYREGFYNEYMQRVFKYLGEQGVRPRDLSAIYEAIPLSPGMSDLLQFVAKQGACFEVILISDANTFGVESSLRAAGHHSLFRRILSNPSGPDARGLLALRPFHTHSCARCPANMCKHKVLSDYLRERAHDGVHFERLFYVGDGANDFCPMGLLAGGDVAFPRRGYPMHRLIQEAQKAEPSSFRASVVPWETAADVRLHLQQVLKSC
GPR7 antagonist = GPR7 receptor antagonists, primary screen, cell-based, fluorescence, single concentration | Neuropeptides B/W receptor type 1 (Homo sapiens), P48145 | AID 1861, 2009 | GPR7-expressing cells, fluorescence antagonist assay | inhibition, % at 4.4 µM | actives 1.1% (n = 290,000); in the data active means inhibition above about 16%, passing the limit was not always enough;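 further: cells stimulated with the agonist NPW; 0% = agonist with vehicle and 100% = vehicle without agonist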
VIM-2 inh = VIM-2 metallo-beta-lactamase inhibitors, primary screen, biochemical, epi-absorbance readout, Pseudomonas aeruginosa enzyme; purified VIM-2, nitrocefin hydrolysis, epi-absorbance fluorescence; inhibition, % at 5.6 µM; actives 0.89% (n = 290,000);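 active means inhibition above the mean of all tested compounds plus 3 SD, cutoff set per screening run, cut at about 7.5% in these data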;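 further: red hydrolysis product quenches plate fluorescence so inhibitors raise well fluorescence; 0% = enzyme with DMSO and 100% = DMSO without enzyme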
NS3 helicase inh = inhibitors of HCV NS3 helicase, primary screen, biochemical, Cy5 molecular beacon fluorescence; actives 0.56% (n = 290,000); AID 1800, 2009; NS3 helicase DNA unwinding; Hepatitis C virus NS3 helicase; inhibition, % at 10.9 µM;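 active means inhibition above the mean of all tested compounds plus 3 SD, set per campaign, cut at about 35% in these data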;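 further: 0% = DMSO wells and 100% = thioflavine S control wells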
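Control set: DMSO versus 110 µM thioflavine S; Material: NS3 helicase fragment of HCV; Measured by: Cy5 fluorescence at 0 and 60 min, beacon hairpin quenching; Read-out basis: percent inhibition from t60/t0 fluorescence ratio; Times: reaction time 60 min, 25 °C; Repeats: single replicate; Compound dosing: single dose, 10.9 µM nominal final, DMSO 0.8% final.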
V1aR counter = agonists of human V1a receptor, primary screen, counter-screen for OXTR agonist project, fluorescence, CHO-V1R cells. Fluo-8 calcium fluorescence, agonist mode; 0% DMSO, 100% 3 nM vasopressin. activation, % at 3 µM. actives 0.25% (n = 320,000);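 active means activation above the mean activation of all tested compounds plus 3 SD, per screening run, cut at about 20% in these data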;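 further: signal is peak over basal fluorescence ratio across a 100 second FLIPR read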
Target sequence (P37288 whole entry, looked up): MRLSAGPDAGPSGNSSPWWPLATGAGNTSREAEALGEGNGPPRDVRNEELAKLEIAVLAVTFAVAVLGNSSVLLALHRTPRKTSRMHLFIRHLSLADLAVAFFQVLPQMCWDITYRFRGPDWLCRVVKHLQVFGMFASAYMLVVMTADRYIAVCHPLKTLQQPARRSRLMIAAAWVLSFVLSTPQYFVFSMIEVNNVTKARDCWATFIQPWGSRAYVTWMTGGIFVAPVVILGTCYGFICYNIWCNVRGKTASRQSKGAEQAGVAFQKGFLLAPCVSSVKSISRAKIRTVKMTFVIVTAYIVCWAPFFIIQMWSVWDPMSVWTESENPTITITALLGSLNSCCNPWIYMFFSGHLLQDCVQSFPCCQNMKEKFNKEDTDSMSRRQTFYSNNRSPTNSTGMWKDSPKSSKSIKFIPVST
IMP-1 inh = IMP-1 metallo-beta-lactamase inhibitors, primary screen, biochemical, epi-absorbance readout, Pseudomonas aeruginosa enzyme; metallo-beta-lactamase IMP-1 (Pseudomonas aeruginosa); purified IMP-1, nitrocefin hydrolysis, epi-absorbance fluorescence; inhibition, % at 5.6 µM; actives 0.45% (n = 290,000); AID 1556, 2009;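 active means inhibition above the mean plus 3 SD of all compounds in the same screening run, cut at about 4.5% in these data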;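 further: 0% = IMP-1 with DMSO and 100% = DMSO wells lacking enzyme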
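Test system: recombinant IMP-1 enzyme, purified / Medium: HEPES buffer pH 7.1 with ZnSO4 and Brij 35 / Doses: single dose, 5.6 µM / Times: 25 °C, 15 min preincubation, 25 min reaction / Detection: Epi-absorbance via hydrolysed-nitrocefin quenching of white-plate fluorescence, 480/530 nm, EDTA stop / Evaluation: percent inhibition from optical density relative to buffer-blank wells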
OXTR ag = human OXTR agonists, primary screen, fluorescence, CHO-OTR cells, Fluo-8 calcium; activation, % at 3 µM; actives 0.32% (n = 320,000); Fluo-8 calcium fluorescence; normalized: DMSO 0%, oxytocin 100%;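 active means activation above the mean of all tested compounds plus 3 SD, cutoff set per screening run, cut at about 20% in these data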;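 further: peak over basal fluorescence ratio from a 100 s FLIPR kinetic read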
DNA FID counter = compounds displacing fluorescent DNA intercalator, primary screen, artefact control for HCV NS3 helicase inhibitor project, biochemical, FID fluorescence. DNA fluorescent intercalator displacement. AID 1845, 2009. inhibition, % at 7.9 µM. actives 0.17% (n = 290,000); in the data active means inhibition above about 37%;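 further: 0% = vehicle and 100% = reference compound; higher means more ethidium bromide displaced from hairpin DNA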
* = called active by the depositor. No enrichment for hits; overall some 4.3% were active at least once.

What do the screens show for `O=C(c1ccco1)N1CCN(Cc2nc(-c3cccs3)no2)CC1`?
GalR3 antagonist: 0.2; PHOSPHO1 block: 39.7; GPR7 antagonist: -18.3; VIM-2 inh: -0.2; NS3 helicase inh: 5.1; V1aR counter: 1.0; IMP-1 inh: -1.3; OXTR ag: 1.6; DNA FID counter: -8.6

Results for CCCC(=O)NC(Nc1ccc(S(=O)(=O)Nc2cc(C)on2)cc1)(C(=O)OCC)C(F)(F)F (stereo not given) ?
GalR3 antagonist: -3.0; PHOSPHO1 block: 28.8; GPR7 antagonist: -3.8; VIM-2 inh: -4.2; NS3 helicase inh: -1.6; V1aR counter: 0.5; IMP-1 inh: -3.6; OXTR ag: -0.7; DNA FID counter: -10.0

Results for Cc1cc(NC(=O)CN2CCOCC2)n(-c2ccccc2)n1 ?
GalR3 antagonist: 5.2; PHOSPHO1 block: 20.3; GPR7 antagonist: -11.1; VIM-2 inh: -0.1; NS3 helicase inh: 2.7; V1aR counter: 0.3; IMP-1 inh: -0.8; OXTR ag: 0.9; DNA FID counter: -5.5

What do the screens show for `O=C(NC1CCCCC1)N1CCCCCCC1`?
GalR3 antagonist: -2.5; PHOSPHO1 block: -9.1; GPR7 antagonist: -12.6; VIM-2 inh: -3.0; NS3 helicase inh: 8.8; V1aR counter: -0.3; IMP-1 inh: -0.3; OXTR ag: -1.6; DNA FID counter: -4.5

Results for Cc1ccc(N(CC(=O)N2CCOCC2)S(C)(=O)=O)cc1Cl ?
GalR3 antagonist: -3.8; PHOSPHO1 block: 24.7; GPR7 antagonist: -17.9; VIM-2 inh: -2.1; NS3 helicase inh: 6.7; V1aR counter: 0.9; IMP-1 inh: -1.9; OXTR ag: 0.6; DNA FID counter: 0.9

Results for C=CCn1c2ccccc2c2nn(C)c(=S)nc21 ?
GalR3 antagonist: -12.0; PHOSPHO1 block: 10.6; GPR7 antagonist: 0.2; VIM-2 inh: 13.8*; NS3 helicase inh: 8.8; V1aR counter: -2.6; IMP-1 inh: -1.3; OXTR ag: -1.7; DNA FID counter: -5.2

What do the screens show for `CC(C)(C)c1ccc(C(=O)CSc2n[nH]c(=O)[nH]c2=O)cc1`?
GalR3 antagonist: -6.3; PHOSPHO1 block: -9.0; GPR7 antagonist: -17.4; VIM-2 inh: -4.6; NS3 helicase inh: 11.8; V1aR counter: 3.4; IMP-1 inh: -0.8; OXTR ag: 4.5; DNA FID counter: -6.1

What do the screens show for `O=C(Nc1cccc(Br)c1)c1ccccc1-c1ccccc1`?
GalR3 antagonist: -12.5; PHOSPHO1 block: -6.4; GPR7 antagonist: -5.6; VIM-2 inh: -2.1; NS3 helicase inh: -0.6; V1aR counter: -2.1; IMP-1 inh: -1.0; OXTR ag: -0.6; DNA FID counter: -3.8

How did O=c1c2ccccc2nc2n1C(CSCc1ccc(Cl)cc1)CS2 (stereo not given) do in these assays?
GalR3 antagonist: -4.3; PHOSPHO1 block: 20.8; GPR7 antagonist: 3.2; VIM-2 inh: -1.6; NS3 helicase inh: -1.7; V1aR counter: 4.9; IMP-1 inh: -1.9; OXTR ag: 3.4; DNA FID counter: -17.9

How did O=C(N/N=C/c1cccc(O)c1)c1cc(C2CC2)nc2ccccc12 do in these assays?
GalR3 antagonist: -10.1; PHOSPHO1 block: 46.2; GPR7 antagonist: 3.6; VIM-2 inh: -4.1; NS3 helicase inh: 0.9; V1aR counter: 13.9; IMP-1 inh: -2.5; OXTR ag: -1.0; DNA FID counter: -13.2

How did Cc1ccc(S(=O)(=O)N2CCC(=O)N(CCOC(=O)Nc3ccccc3C)CC2)cc1 do in these assays?
GalR3 antagonist: -4.7; PHOSPHO1 block: 1.3; GPR7 antagonist: 5.3; VIM-2 inh: -2.2; NS3 helicase inh: -2.0; V1aR counter: -0.7; IMP-1 inh: -3.8; OXTR ag: 2.0; DNA FID counter: -32.8

Results for CCC(C)NC(=O)C1CCC(CNS(=O)(=O)c2ccc3c(c2)CC(C)N3C(=O)C2CC2)CC1 (stereo not given) ?
GalR3 antagonist: -6.3; PHOSPHO1 block: 38.2; GPR7 antagonist: -8.7; VIM-2 inh: -2.5; NS3 helicase inh: -3.7; V1aR counter: 3.5; IMP-1 inh: -1.1; OXTR ag: 1.4; DNA FID counter: -42.2

What do the screens show for `CC(OC(=O)CN(C)S(=O)(=O)c1ccc(Cl)cc1)C(=O)Nc1ccc(N2CCOCC2)cc1` (stereo not given)?
GalR3 antagonist: 4.3; PHOSPHO1 block: 12.8; GPR7 antagonist: -5.5; VIM-2 inh: 0.7; NS3 helicase inh: -2.4; IMP-1 inh: -0.7; DNA FID counter: -8.1

What do the screens show for `S=c1[nH]nc(-c2cc(-c3ccco3)[nH]n2)n1-c1ccccc1Cl`?
GalR3 antagonist: -1.2; PHOSPHO1 block: 86.2*; GPR7 antagonist: -8.6; VIM-2 inh: 2.0; NS3 helicase inh: 29.3; V1aR counter: 0.5; IMP-1 inh: 0.8; OXTR ag: -0.7; DNA FID counter: -22.7

What do the screens show for `CCOC(=O)Cn1c(=O)n(CC(=O)OCC)c2ccccc21`?
GalR3 antagonist: -4.5; PHOSPHO1 block: 27.7; GPR7 antagonist: -6.7; VIM-2 inh: -4.6; NS3 helicase inh: 1.4; V1aR counter: -0.1; IMP-1 inh: 0.7; OXTR ag: 3.1; DNA FID counter: -1.6

By substructure: those above containing an NH in an aromatic ring (2)
What do the screens show for `CC(C)(C)c1ccc(C(=O)CSc2n[nH]c(=O)[nH]c2=O)cc1`?
GalR3 antagonist: -6.3; PHOSPHO1 block: -9.0; GPR7 antagonist: -17.4; VIM-2 inh: -4.6; NS3 helicase inh: 11.8; V1aR counter: 3.4; IMP-1 inh: -0.8; OXTR ag: 4.5; DNA FID counter: -6.1

What do the screens show for `S=c1[nH]nc(-c2cc(-c3ccco3)[nH]n2)n1-c1ccccc1Cl`?
GalR3 antagonist: -1.2; PHOSPHO1 block: 86.2*; GPR7 antagonist: -8.6; VIM-2 inh: 2.0; NS3 helicase inh: 29.3; V1aR counter: 0.5; IMP-1 inh: 0.8; OXTR ag: -0.7; DNA FID counter: -22.7

The results go on.
How did c1ccc2c(c1)OCCc1c-2[nH]c2ccccc12 do in these assays?
GalR3 antagonist: -7.9; PHOSPHO1 block: 17.9; GPR7 antagonist: -10.9; VIM-2 inh: 1.5; NS3 helicase inh: -18.2; V1aR counter: -0.8; IMP-1 inh: -1.0; OXTR ag: 0.6; DNA FID counter: -0.1

How did CC(C)(C)OC(=O)N1CCC(c2c(C(=O)NCC3CCN(C4CCCC4)C3)cnn2-c2ccccc2)CC1 (stereo not given) do in these assays?
GalR3 antagonist: -7.7; PHOSPHO1 block: -43.9; GPR7 antagonist: 14.1; VIM-2 inh: -0.1; NS3 helicase inh: -41.9; V1aR counter: -0.9; IMP-1 inh: -5.3; OXTR ag: 0.7; DNA FID counter: 13.8

Results for COc1ccc(C2C3=C(CC(C)(C)CC3=O)Oc3ncn(Cc4ccccc4)c(=N)c32)cc1 (stereo not given) ?
GalR3 antagonist: -3.0; PHOSPHO1 block: 17.9; GPR7 antagonist: -0.4; VIM-2 inh: -3.8; NS3 helicase inh: -4.4; V1aR counter: -0.6; IMP-1 inh: -0.2; OXTR ag: -1.8; DNA FID counter: -5.1

Results for C/C(=N\N(C)C)C1=C(O)c2ccccc2C1=O ?
GalR3 antagonist: -3.8; PHOSPHO1 block: 4.9; GPR7 antagonist: -7.7; VIM-2 inh: 1.4; NS3 helicase inh: -4.4; V1aR counter: 0.4; IMP-1 inh: -1.5; OXTR ag: 0.5; DNA FID counter: -0.7

What do the screens show for `CCn1nc(C)c(CN2CCC(Oc3ccc(C(=O)N4CCCC4)cc3)CC2)c1C`?
GalR3 antagonist: -8.3; PHOSPHO1 block: 34.4; GPR7 antagonist: -16.2; VIM-2 inh: -0.7; NS3 helicase inh: -0.9; V1aR counter: -0.2; IMP-1 inh: -1.9; OXTR ag: -0.1; DNA FID counter: 1.1

Results for Cc1cccc(C(=O)Oc2c(Br)cc(Br)cc2/C=N/NC(=O)c2ccncc2)c1 ?
GalR3 antagonist: -9.2; PHOSPHO1 block: 18.7; GPR7 antagonist: -9.4; VIM-2 inh: -2.4; NS3 helicase inh: -9.6; V1aR counter: 0.2; IMP-1 inh: -1.8; OXTR ag: 1.4; DNA FID counter: -1.9

Results for Cc1ccc(F)c(NC(=O)C2CCCCC2C(=O)O)c1 (stereo not given) ?
GalR3 antagonist: -9.3; PHOSPHO1 block: -13.2; GPR7 antagonist: 1.6; VIM-2 inh: -0.9; NS3 helicase inh: -7.2; V1aR counter: -0.5; IMP-1 inh: -2.4; OXTR ag: 0.9; DNA FID counter: 5.8

How did CC(=O)Nc1cccc(OCCCNS(=O)(=O)c2ccc(F)cc2)c1 do in these assays?
GalR3 antagonist: 3.7; PHOSPHO1 block: 50.8; GPR7 antagonist: -6.4; VIM-2 inh: -3.7; NS3 helicase inh: -8.8; V1aR counter: 1.8; IMP-1 inh: -2.5; OXTR ag: 3.8; DNA FID counter: -10.2

What do the screens show for `Cc1c(NC(=S)NC(=O)C(C)(C)C)cccc1[N+](=O)[O-]`?
GalR3 antagonist: 2.1; PHOSPHO1 block: 8.4; GPR7 antagonist: -1.3; VIM-2 inh: -1.4; NS3 helicase inh: 15.7; V1aR counter: 3.2; IMP-1 inh: 2.9; OXTR ag: -2.1; DNA FID counter: -7.8

Results for CCOC(=O)Nc1cc(NC(=O)OCC)c(C)nc1C ?
GalR3 antagonist: 11.1; PHOSPHO1 block: -10.4; GPR7 antagonist: -18.8; VIM-2 inh: -1.7; NS3 helicase inh: -6.0; V1aR counter: 0.0; IMP-1 inh: -0.3; OXTR ag: 0.0; DNA FID counter: -7.5

What do the screens show for `CC(Cc1c[nH]c2ccccc12)C(=O)NCc1ccco1` (stereo not given)?
GalR3 antagonist: -7.8; PHOSPHO1 block: 39.9; GPR7 antagonist: 30.8; VIM-2 inh: 1.1; NS3 helicase inh: 28.9; V1aR counter: 1.0; IMP-1 inh: 2.5; OXTR ag: -0.2; DNA FID counter: -4.6

How did S=c1nc[nH]c2c1cnn2Cc1ccccc1 do in these assays?
GalR3 antagonist: -10.3; PHOSPHO1 block: 13.5; GPR7 antagonist: 6.5; VIM-2 inh: -2.8; NS3 helicase inh: 40.6*; IMP-1 inh: -1.7; DNA FID counter: -6.5
